CHO-K1 Ca PAM – counter-screen for M1 PAMs: effect in parental CHO-K1 cells | ATP EC20, Fluo-8 calcium fluorescence; 0% at ATP EC20, 100% at ATP max | activation, % at 3 µM | hit rate 0.02% among 360,000 | AID 602247;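 active = activation above the run cutoff, the mean activation of all test compounds plus 3 SD, cut at about 40% in these data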;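 also: peak over basal fluorescence ratio in a 140 s read after ATP addition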
CHRM5 PAM – positive allosteric modulators of human muscarinic M5 receptor. hit rate 0.3% among 360,000. CHO-K1 hM5, Fluo-8 calcium, ACh EC20 PAM; 0% = ACh EC20, 100% = ACh EC100. activation, % at 3 µM. AID 624038;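 active = activation above the run cutoff, the mean activation of all test compounds plus 3 SD, cut at about 18% in these data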
Target sequence (P08912 whole entry, looked up): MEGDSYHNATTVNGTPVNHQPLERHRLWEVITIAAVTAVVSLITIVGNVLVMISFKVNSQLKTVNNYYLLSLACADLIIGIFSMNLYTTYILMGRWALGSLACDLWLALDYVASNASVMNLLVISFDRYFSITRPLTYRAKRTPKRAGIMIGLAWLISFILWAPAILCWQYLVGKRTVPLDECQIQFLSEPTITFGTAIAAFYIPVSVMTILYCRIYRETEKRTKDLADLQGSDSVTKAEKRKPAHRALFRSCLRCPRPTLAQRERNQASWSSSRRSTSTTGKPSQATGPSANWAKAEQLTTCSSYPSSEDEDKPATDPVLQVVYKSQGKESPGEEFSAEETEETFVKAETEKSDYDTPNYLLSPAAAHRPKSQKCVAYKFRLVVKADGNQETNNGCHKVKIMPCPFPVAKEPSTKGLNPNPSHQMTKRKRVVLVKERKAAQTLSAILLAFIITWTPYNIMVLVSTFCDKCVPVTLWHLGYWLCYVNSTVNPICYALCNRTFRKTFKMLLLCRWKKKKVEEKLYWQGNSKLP
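System: CHO-K1 hM5 cells. Reagent: acetylcholine, EC20 level. Compound dosing: single dose, 3 µM nominal final test concentration. Timing: Post-acetylcholine fluorescence recording 140 s. Detection: Fluo-8 calcium fluorescence. Read-out: % activation, ACh-normalized. Benchmarks: ACh EC20 and EC100 wells. Repeats: singlicate, one well per test compound.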
M5 ag – CHRM5 agonism in calcium assay; P08912; CHO-K1 hM5 cells, Fluo-8 calcium fluorescence; 0% DMSO wells, 100% maximal acetylcholine response; activation, % at 3 µM; hit rate 0.19% among 360,000;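 active = activation above the run's mean over test compounds plus 3 SD, cut at about 23% in these data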;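 also: signal is peak over basal fluorescence ratio across the kinetic read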
CHO-K1 Ca antag – M1 antagonist counterscreen hit in parental CHO-K1 cells | ATP-induced calcium, Fluo-8 fluorescence | inhibition, % at 3 µM | hit rate 0.6% among 360,000 | AID 602250;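 active = inhibition above a per-plate cutoff, the plate's mean sample inhibition plus 3 SD, cut at about 24% in these data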;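 also: 0% = DMSO plus EC80 ATP and 100% = DMSO alone without ATP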
CHRM4 agonist – agonists of human muscarinic M4 receptor (CHRM4) | activation, % at 3 µM | AID 624127 | hit rate 0.14% among 360,000 | CHO-K1 hM4/Gqi5, Fluo-8 calcium fluorescence; vehicle 0%, full acetylcholine response 100% | P08173;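 active = activation above the run mean over all test wells plus 3 SD, cut at about 32% in these data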;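 also: peak over basal fluorescence ratio per well then scaled between controls; 0% = DMSO wells and 100% = acetylcholine at EC100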
Target sequence (P08173 whole entry, looked up): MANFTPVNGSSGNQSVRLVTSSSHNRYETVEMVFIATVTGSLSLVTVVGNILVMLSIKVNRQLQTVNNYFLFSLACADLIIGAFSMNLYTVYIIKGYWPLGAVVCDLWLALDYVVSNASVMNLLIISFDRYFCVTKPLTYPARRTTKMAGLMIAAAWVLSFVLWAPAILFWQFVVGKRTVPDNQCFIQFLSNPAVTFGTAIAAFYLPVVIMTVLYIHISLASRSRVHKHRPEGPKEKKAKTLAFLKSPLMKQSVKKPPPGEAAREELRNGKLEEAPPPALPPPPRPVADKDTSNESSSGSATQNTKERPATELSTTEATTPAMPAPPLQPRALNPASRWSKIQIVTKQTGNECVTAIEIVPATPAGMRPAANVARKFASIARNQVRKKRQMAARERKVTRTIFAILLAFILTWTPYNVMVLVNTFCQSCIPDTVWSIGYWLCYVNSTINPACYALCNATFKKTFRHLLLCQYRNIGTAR
CHRM5 antagonist – CHRM5 antagonism in calcium assay; P08912; CHO-hM5 cells, Fluo-8 calcium fluorescence, ACh EC80; inhibition, % at 3 µM; hit rate 0.59% among 360,000; AID 624040;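 active = inhibition above a per-plate cutoff, the mean of that plate's test compounds plus 3 SD, cut at about 27% in these data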;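 also: 0% = acetylcholine EC80 with DMSO and 100% = DMSO without agonist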
CHRM4 antagonist – CHRM4 antagonism in calcium assay | P08173 | CHO-hM4 cells, ACh EC80, Fluo-8 calcium fluorescence | inhibition, % at 3 µM | hit rate 0.73% among 360,000 | AID 624125;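 active = inhibition above its plate's cutoff, the mean inhibition of sample wells plus 3 SD, cut at about 27% in these data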;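 also: 0% = acetylcholine EC80 with DMSO and 100% = DMSO without agonist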
CHRM4 PAM – potentiates acetylcholine response at human M4 receptor | CHO-K1 hM4/Gqi5, Fluo-8 calcium fluorescence, ACh EC20; 0% = ACh EC20, 100% = maximal ACh | activation, % at 3 µM | hit rate 0.4% among 360,000;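 active = activation above its plate's cutoff, the mean activation of sample wells plus 3 SD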; also: some results filed as inactive read as strong as hits
M1 ag parental – nonselective activator or artifact in parental CHO-K1 cells; Fluo-8 calcium fluorescence; scaled to maximal ATP response, vehicle zero; activation, % at 3 µM; hit rate 0.48% among 360,000; in the data active = activation above about 15%;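 also: untransfected CHO-K1 host cells lacking M1 receptor as counterscreen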
* = called active by the depositor.

Order of results: CHRM5 PAM, CHRM4 agonist, CHO-K1 Ca PAM, M1 ag parental, CHRM4 PAM, M5 ag, CHRM4 antagonist, CHO-K1 Ca antag, CHRM5 antagonist
COC(=O)C(C(C)=O)C1=C/C(=N\S(=O)(=O)c2ccc(C)cc2)c2ccccc2C1=O (stereo unspecified)
    -11, 4, 17, 2.8, -18, 2, -1, -13, -2
Cc1nn2c(NCCCn3ccnc3)cc(C(C)C)nc2c1-c1ccccc1
    7, -1, 18, 1.0, -5, -1, -16, 2, -3
CC(=O)Nc1ccc2c(c1)nc(CCNC(=O)c1ccco1)n2C
    -1, 0, 8, 0.3, 1, 0, 2, -10, 24
Cc1cc(OCCN2CCC(Cc3ccccc3)CC2)ccc1[N+](=O)[O-]
    -24, 18, 17, 3.1, -16, -23, 0, -2, -6
CC(CCc1ccccc1)NC(=O)COC(=O)c1ccc(S(C)(=O)=O)c([N+](=O)[O-])c1 (stereo unspecified)
    -2, 4, 10, 2.0, -5, -3, 16, -5, 13
CCNC(=O)C1(C)CCN(C(=O)c2ccc(F)c(Cl)c2)C1 (stereo unspecified)
    -2, 1, -12, 0.1, 0, 2, -9, 3, 0
O=C(Nc1ccccc1)OC(CN1CCCCC1)C(F)(F)F (stereo unspecified)
    -4, 0, 12, -0.3, 9, -10, 4, -5, 4
Cc1csc(=O)n1CCC(=O)OCC(=O)NNC(=O)c1ccccc1
    2, 1, -12, 0.3, -3, 2, 3, 8, -3
Cc1cc(NC(=O)Cn2c(C)nc3ccccc3c2=O)ccc1Br
    1, 5, 17, 2.0, -4, -1, 2, -2, -2
CC(C)(C)CN1CCNC(=O)C1CC(=O)NCc1cccc(-n2cccn2)c1 (stereo unspecified)
    -7, 2, 2, 0.4, 0, 0, 2, 12, 3
Cc1ccc(S(=O)(=O)N(C)C[C@H]2OCc3cn(nn3)CCCC(=O)N([C@@H](C)CO)C[C@@H]2C)cc1
    7, 1, 11, 0.2, 7, 1, -17, -4, -9
COc1ccc2c(CCNC(=O)c3ccc([N+](=O)[O-])cc3)c[nH]c2c1
    -11, 5, -3, 0.6, -11, -2, 6, -2, 13
Cc1ccc(-c2nc(-c3ccc(Cl)cc3)sc2CC(=O)O)c(C)c1
    3, -1, -8, 0.2, -5, -5, 4, -1, 11
CCOc1cc(/C=N/NC(=O)CCn2nc(C)cc2C)ccc1O
    -1, 1, 4, 0.9, -1, -2, 9, -4, 4
O=C(C1CC(=O)N(c2ccc(Cl)cc2)C1)N1CCCCCC1 (stereo unspecified)
    -1, 1, 11, 1.4, 9, -2, -14, -16, -2
CC(=O)c1ccc(OCc2nnn(CC(=O)O)c2-c2ccccc2)cc1
    0, 1, -1, 0.1, 0, -1, 5, 8, 2
CCn1c(=O)c2sccc2n(CC(=O)NC2CCCCC2)c1=O
    1, 0, 8, 6.8, 6, -1, -1, -10, -2
Cc1csc(NC(=O)CSc2ccc3nnc(-c4ccncc4)n3n2)n1
    -3, 1, 12, 0.1, 4, -3, 4, 0, 2
CC(C)C(=O)NC(=S)NCC(=O)c1ccccc1
    -3, 1, 10, -0.1, 9, -6, -5, -3, 5
O=C(CC1Oc2ccccc2NC1=O)NC1CC1 (stereo unspecified)
    0, 0, 1, 0.4, -1, 0, -10, -5, -2
COc1ccc(CN2CCN(C(=O)c3ccco3)CC2)cc1
    1, 0, 6, 0.1, 5, -5, 4, -2, -2
NC(=O)CSc1nc(C2CC2)nc2sc3c(c12)CCCC3
    2, 0, 27, 1.1, 7, -3, -8, -20, 8
NC(=O)C1CC(=O)N(c2ccc(OCc3c(F)cccc3Cl)cc2)C1 (stereo unspecified)
    -2, 4, 37, 1.6, 8, -1, -14, -21, 1
O=[N+]([O-])c1ccc(C=NNc2ccc(S(=O)(=O)O)cc2)cc1
    0, 2, 7, 1.4, 7, 3, -19, -9, 0
CCSc1nc2c(c(=O)[nH]c(=O)n2C)n1CC(O)COc1ccccc1 (stereo unspecified)
    -7, 9, 0, 2.9, -15, 1, -9, -6, -6
COc1ccc(C2C3C(=O)N(Cc4ccccc4)C(=O)C3ON2c2ccccc2)c(OC)c1OC (stereo unspecified)
    -9, 4, -6, 0.3, -6, -10, 14, 11, -1
CSc1nc(-c2ccco2)nn1C(=O)c1ccccc1Cl
    -2, 1, 14, 0.3, 21, -3, -3, -12, 6
COC(=O)c1sccc1NC(=O)c1ccoc1C
    0, -2, -12, -0.7, 0, -1, 4, -8, -3
O=C(Nc1ccccc1O)C(c1ccccc1)c1ccccc1
    -14, 15, -4, 8.2, -13, 6, 16, 14, 25
CCN(CC)CCCNC(=S)N1CCN(c2nc(-c3ccc(F)cc3)cs2)CC1
    -9, 15, 9, 5.7, -7, -15, 11, 2, 3
CN1CCN(Cc2cc(=O)oc3ccc(Cl)cc23)CC1
    0, 2, 15, 0.5, 2, -8, -9, -11, -4
CCS(=O)(=O)c1ccc2c(c1)N(S(=O)(=O)c1cccs1)CC(C(=O)O)O2 (stereo unspecified)
    -2, 1, -19, -0.1, 3, -5, 9, 7, 16
COc1ccc(-n2c(-c3ccc(F)cc3)cnc2SCC(=O)NCc2ccco2)cc1
    -12, 0, 11, 0.2, 0, -6, -1, -14, 9
CN(C)/C=N/c1nc2nccc(-c3ccc(F)cc3)n2n1
    1, 0, 12, -0.3, 1, -3, -1, -11, 7
CCOC(=O)c1sc(NC(C)=O)nc1-c1ccccc1
    5, 1, 17, 0.2, 6, -1, 0, -22, -2
COc1ccc(CC(=O)N2CC(C)CC(C)C2)cc1 (stereo unspecified)
    -6, 1, 12, 0.4, -9, 2, -6, -13, -1
CCn1cc(-c2ccccc2)c(C(=O)O)c1-c1ccc(OC)cc1
    -1, 5, 21, 2.0, -2, 7, -10, -12, 9
Cc1ccccc1-c1cc2nc(C)c(Cl)c(=O)n2[nH]1
    6, -1, 28, 1.5, 1, -5, -1, -10, -9
CCOc1ccc(C(=O)NCCCn2ccnc2)cc1
    18*, 0, 12, 0.1, 5, -7, 3, -7, 0
O=C(NCC1CCCN1S(=O)(=O)c1cccs1)c1c(F)cccc1F (stereo unspecified)
    5, 2, 25, 0.9, 2, 1, -7, -2, -5
Cc1ccc(NC(=O)COC(=O)CCc2ccccc2)cc1S(=O)(=O)N1CCOCC1
    -1, 10, 13, 6.1, -1, 4, -10, -12, 0
O=S(=O)(c1ccc(Br)s1)N1CCN(c2ccccn2)CC1
    -6, 3, 6, 0.9, -1, -2, 0, -13, -1
OC[C@@H]1CN(Cc2ccc(F)cc2)C[C@H](n2cnc3c(N4CCCC4)ncnc32)O1
    -3, 4, 1, 0.9, -2, 1, -6, -5, -3
Cc1ccc(-c2nnc(NC(=O)c3ccco3)s2)cc1
    0, 2, 0, 1.7, -4, -1, 4, -2, 11
CCN(CC)/C(=N/O)NC(=O)NS(=O)(=O)c1ccc(C)cc1
    -6, 0, 13, -0.1, 5, -2, 5, -5, 0
CCCOc1ccc(S(=O)(=O)n2cc(Br)c(=O)[nH]c2=O)cc1
    5, 1, 9, 0.8, 13, 1, -8, -12, -6
Cc1ccccc1C(=O)N(C)c1ccccc1C(=O)NCc1ccccc1
    -8, 6, -6, 2.8, -7, -1, 1, 0, 17
COc1ccc(CC(=O)NCC2CCCN(Cc3ccccc3OC)C2)cc1 (stereo unspecified)
    1, 1, 14, -0.4, -9, -3, 0, -11, 3
COC(=O)C=CSC(=S)C1CCCC1=N (stereo unspecified)
    1, 1, 16, 1.4, 0, -2, -2, 5, 10
Cc1ccc(NC(=O)CC2SC(=O)N(c3ccccc3)C2=O)cc1 (stereo unspecified)
    10, 2, 8, 0.7, -4, 1, 3, -6, -7
O=C(COc1coc(CN2CCc3ccccc32)cc1=O)N1CCCCC1
    10, 0, -4, -0.1, 10, 2, -23, -2, -12
Cc1ccc(C)c(-c2cc(C(=O)Nc3cccc(C(=O)O)c3)c3ccccc3n2)c1
    -8, 10, 16, 3.8, 1, 3, 3, 0, 5
COc1ccccc1-c1ccc2c(c1)C(C)(Cc1ccc(F)c(Cl)c1)C(=O)N2 (stereo unspecified)
    3, 0, 19, 0.8, 2, -1, 0, -11, -6
COC(=O)c1cc(=O)nc2sc3ccccc3n12
    9, 1, -4, -0.1, -2, 0, 0, -5, -10
CCCn1c(SCCN2CCOCC2)nc2c1c(=O)n(C)c(=O)n2C
    8, 0, 22, 0.6, 1, -3, 6, -18, 0
COc1ccc(S(=O)(=O)N2CCC[C@H]2C(=O)NCc2ccc(Cl)cc2)cc1
    0, 2, 15, 4.3, -4, -3, 0, -14, 1
CN(C)C(CNC(=O)c1cccc(S(=O)(=O)Nc2ccc(SC(F)F)cc2)c1)c1ccccc1 (stereo unspecified)
    -12, 5, 1, 1.7, -10, -12, 12, -17, 15
CCOc1ccc(NCc2nnc(SCc3ccc(Cl)cc3)n2-c2ccccc2)cc1
    0, 0, 11, 1.4, -3, -1, 1, 1, 13
CC(C)c1cc(C(F)(F)F)n2nc(C(=O)Nc3ccc(-n4cnnn4)cc3)cc2n1
    5, 0, 15, -0.1, 4, -1, 8, -11, 3
COc1ccc(-c2ccc3c(c2)C2CC3CCN2C(=O)C(C)(C)C)cc1 (stereo unspecified)
    1, 0, 6, -0.3, 8, -1, -8, -8, -4

(continued)
Order of results: CHRM5 PAM, CHRM4 agonist, CHO-K1 Ca PAM, M1 ag parental, CHRM4 PAM, M5 ag, CHRM4 antagonist, CHO-K1 Ca antag, CHRM5 antagonist
Cc1ccc(CNc2nc3cc(-c4ccccc4C)sc3c(=O)n2C)c(C)c1
    -2, 1, 1, -0.2, 4, 0, -25, 7, -11
CCOC(=O)CNNC(=O)Nc1ccc(Cl)c(Cl)c1
    -2, 4, 18, 2.9, 1, -4, -4, 2, 6
Cc1c(Cl)cccc1NC(=O)CCS(=O)(=O)c1cccc2nonc12
    8, 2, -1, 0.1, -2, -2, 6, 1, 8
CC(C)CN(C(=O)CN1CCN(c2cccc(Cl)c2)CC1)c1c(N)n(CC(C)C)c(=O)[nH]c1=O
    0, 1, 10, 0.1, 2, -1, -13, -1, 0
CC(OC(=O)c1cccc(S(=O)(=O)N2CCOCC2)c1)C(=O)NCC1CCCCC1 (stereo unspecified)
    -2, 2, 14, 0.8, 5, 0, -6, -6, 3
Cc1cc2cc3c(=O)[nH]c(=O)nc-3n(CC(O)C(O)C(O)CO)c2cc1C (stereo unspecified)
    0, 0, 15, 0.8, 0, 1, 1, -15, 16
O=C(COC(=O)CNC(=O)c1ccco1)Nc1ncc(Cl)cc1Cl
    6, 1, 31, 0.9, 7, 1, 0, -27, -4
O=C1CCCCc2sc(Br)c([N+](=O)[O-])c2N1
    3, 1, 18, 0.8, -7, 1, -4, -11, 8
Cc1cc(C)c(C(=O)CSc2nnc(N)s2)cc1C
    9, -1, 14, 0.5, 15, -8, -3, -15, 1
Cc1ccc(C(c2nnnn2C(C)(C)C)N2CCN(C3CCCC3)CC2)cc1 (stereo unspecified)
    3, 0, 16, 0.1, 0, -11, 0, -8, -4
CCN(C[C@H]1N[C@@](CC)(C(=O)OC)[C@H]2C(=O)N(C)C(=O)[C@@H]12)C(=O)Nc1ccc(OC)cc1
    -2, 1, 12, 0.6, 7, 0, -18, -23, -3
Cc1ccc(S(=O)(=O)NC(=O)COc2ccc(Cl)cc2Cl)cc1
    2, -1, -9, -0.3, -1, -1, -5, 3, -4
O=S(=O)(CCSc1nc2ccccc2o1)Cc1ccccc1
    -2, 1, 15, 1.6, 6, 0, -7, -1, 4
CC(C)N(C(=O)[C@H]1C[C@H](CC(=O)NCc2ccco2)C(=O)N2CCc3c([nH]c4cc(CCC(=O)N(C)C)ccc34)[C@]12C)C(C)C
    3, -1, 25, 0.4, -6, 0, -1, -23, 2
